T cell HTS – modulates CD8 T cell binding to vesicles | hit rate 0.068% among 330,000 | 2C CD8+ T cell-vesicle binding, flow cytometry; active compounds read low | calls only at 7 µM;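 active means response, share of CD8 T cells binding vesicles, and their 90th percentile fluorescence all below set limits, cut at about 80% in these data, passing the limit was not always enough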
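Read-out – percent CD8+ FL2 mean versus row control · System – murine 2C transgenic CD8+ T lymphocytes · Times – 1.5 h cell–vesicle binding at 37 °C, then 20 min icy labelling · Control set – naked vesicles low, QL9 vesicles with vehicle high · Detection – cytometric PE anti-B7-1 and Alexa647 anti-CD8 signals after 1% paraformaldehyde fixation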
K1F lysis inhibition – protection from phage-mediated lysis, alamar blue read-out – E. coli UTI89, K1F phage, bacterial capsule biogenesis inhibitors (AID 488966). hit rate 0.02% among 340,000. E. coli UTI89 K1F phage lysis, alamar blue, 2 h; higher % means a stronger effect. inhibition, % at 100 µM; hits with a dose series show IC50 in µM;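 active means phage lysis inhibition, versus mean bacterial control, above a set limit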;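 further: capsule biogenesis inhibitors block K1F phage lysis so surviving cells raise fluorescence; higher fluorescence means more inhibition of phage lysis; actives were called in the ten point dose series up to 300 µM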
RSV CPE inhibition – RSV antiviral activity via CPE protection, HEp-2 cells, primary 10 µM value included (AID 2391). HEp-2 cells, RSV-induced CPE inhibition; higher % means a stronger effect. hit rate 0.13% among 310,000. CPE inhibition, % at 10 µM; hits with a dose series show IC50 in µM; in the data active means a potency from the dose series; further: strong numbers were not always called active
human PMI inhibition – inhibitors of human PMI, primary screen, biochemical, fluorescence intensity, coupled assay (AID 1209); purified PMI enzyme, coupled fluorescence intensity; higher % means a stronger effect; one-dose inhibition, % at 20 µM; IC50 in µM for titrated hits; hit rate 0.42% among 190,000;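 further: plate controls were DMSO vehicle for no effect and wells lacking substrate for full effect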
P. falciparum M17LAP – P. falciparum M17LAP inhibitors, primary screen, biochemical, fluorogenic H-Leu-NHMec substrate, 1536-well (AID 1619); recombinant M17LAP, H-Leu-NHMec fluorogenic kinetic assay; higher % means a stronger effect; one-dose inhibition, % at 30 µM; IC50 in µM for titrated hits; hit rate 0.38% among 220,000;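 active means compound inhibiting the enzyme by more than half at any dose during confirmatory dose-response retesting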;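 further: plate controls were full reaction with DMSO carrier for no effect and no enzyme background for full effect; strong numbers were not always called active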
West Nile virus CPE – inhibition of WNV-induced cytopathic effect – cell-based, CPE readout (AID 1621) | West Nile virus-infected cells, CPE inhibition; higher % means a stronger effect | CPE inhibition, % at 10 µM; hits with a dose series show IC50 in µM | hit rate 0.02% among 290,000; in the data active means a potency from the dose series; further: strong numbers were not always called active
TNAP activation fold – stimulation of alkaline phosphatase TNAP activity – biochemical, luminescent, no phosphate acceptor, uHTS, primary screen (AID 1001). purified TNAP, luminescent activation assay, no phosphate acceptor; higher activation fold means a stronger effect. activation fold at 20 µM, or EC50 in µM where a hit was titrated. hit rate 0.03% among 200,000; in the data active means activation fold from about 3, or a potency from the dose series; inactive means the rest, 99 in 100 with activation fold below about 1.6; further: many of its hits are not listed in these tables
M1AAP inhibition – P. falciparum M1AAP inhibitors, biochemical, fluorogenic H-Leu-NHMec substrate, 1536-well (AID 1445) | recombinant M1AAP, H-Leu-NHMec fluorogenic kinetic assay; higher % means a stronger effect | one-dose inhibition, % at 30 µM; IC50 in µM for titrated hits | hit rate 0.42% among 220,000;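 active means primary inhibition above the hit cutoff, then over 50% inhibition at one or more dose response concentrations, cut at about 23% in these data, passing the limit was not always enough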;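 further: plate controls were DMSO full reaction for no effect and no enzyme background for full effect; strong numbers were not always called active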
PMI inhibition – human PMI inhibitors, high substrate, primary screen, biochemical, fluorescence intensity, high mannose 6-phosphate (AID 1220) | inhibition, % at 20 µM, or IC50 in µM where a hit was titrated | hit rate 0.66% among 190,000 | recombinant PMI enzyme, coupled fluorescence intensity; higher % means a stronger effect
T cell HTS vesicle-bound % – recorded beside T cell HTS, whose call it bears; double positive events, %; measured here: CD8+ vesicle-bound cell fraction;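 binding gate set so that unloaded-vesicle control wells show 10% double positive cells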
Numbers without * were called inactive; i = inactive; · = no result given; [ ] = another dose, or the depositor's remark. Unless noted, no stated cut-off is given here; in the data, active means inhibition above about 50%; inactive means the rest.

SMILES	T cell HTS	T cell HTS vesicle-bound %	K1F lysis inhibition	RSV CPE inhibition	human PMI inhibition	P. falciparum M17LAP	West Nile virus CPE	TNAP activation fold	M1AAP inhibition	PMI inhibition
c1ccc(NC2=NCCS2)cc1	i	28.4	-0.2%	1.9%	·	1.9%	-0.1%	·	1.2%	·
COc1cc(CN2C(=O)NC(=O)C3(Cc4cc(C)ccc4N(C)C3)C2=O)cc(OC)c1 (stereo not given)	i	56.8	1.4%	1.0%	-38.6%	9.0%	-1.4%	1.1	7.4%	-80.2%
COc1cccc(CCNCc2c(F)cccc2F)c1	i	64.3	-0.6%	1.1%	-1.5%	-5.4%	-0.9%	1.1	3.1%	-0.5%
COc1ccc(-n2c(O)c(/C=C3\C=Nc4ccc(Br)cc43)c(=O)[nH]c2=O)cc1	i	15.7	0.0%	9.9%	·	·	-0.5%	·	·	·
COc1cc2[nH]c(=S)n(-c3ccccc3)c(=O)c2cc1OC	i	35.8	0.3%	0.6%	13.6%	0.3%	0.6%	1.1	-0.3%	14.0%
c1cncc(CNC2=NCCC2)c1	i	59.5	0.4%	0.6%	-8.8%	-0.3%	1.0%	1.1	1.9%	-10.9%
COc1ccc(OC)c(N2C(=O)NC(=O)/C(=C/c3ccc([N+](=O)[O-])s3)C2=O)c1	i	52.0	0.0%	-0.1%	35.1%	26.2%	-0.1%	0.9	15.1%	56.6%*
O=c1[nH]c(O)c(C=Nc2ccc(Cl)c(C(F)(F)F)c2)c(=O)[nH]1	i	16.4	0.1%	-0.1%	·	·	-0.1%	·	·	·
Cc1cc(=O)oc2c(C)c(OCC(=O)N3CCC(C(=O)O)(c4ccccc4)CC3)ccc12	i	0.3	1.6%	0.9%	·	·	-0.2%	·	·	·
CC(=O)[C@@]1(O)CC[C@H]2[C@@H]3CC=C4C[C@@H](O)CC[C@]4(C)[C@H]3CC[C@@]21C	i	21.9	3.5%	0.7%	-3.8%	-18.7%	0.3%	1.1	9.6%	-3.4%
CN(C)C(=O)Oc1c(Cl)cc(Cl)c2ccccc12	i	46.8	-0.1%	1.6%	1.3%	7.5%	1.7%	1.1	-0.2%	3.5%
O=c1c2ccccc2nc(/C=C/c2ccc([N+](=O)[O-])o2)n1-c1ccc(O)cc1	·	·	·	·	-20.2%	5.4%	-0.5%	0.9	0.8%	-6.0%
O=[N+]([O-])c1ccc(C2[C@H]3C(c4ccccc4)=NC4(CCCC4)N23)cc1 (stereo not given in full)	i	45.5	0.1%	0.2%	-0.4%	-7.8%	-0.4%	0.9	0.3%	1.0%
FC(F)(F)Oc1ccc(C2NCc3ccccc3-n3cccc32)cc1 (stereo not given)	i	15.3	0.4%	-0.5%	·	·	-2.3%	·	·	·
COc1ccc(OCC#CCN2CCNCC2)cc1	i	65.2	0.1%	0.2%	·	·	-0.4%	·	·	·
O=C(COc1ccc2ccc(=O)oc2c1)N1CCC(C(=O)O)(c2ccccc2)CC1	i	2.1	5.2%	2.0%	·	·	-0.6%	·	·	·
CN1C(=O)N(C)C(=O)C(CCc2ccncc2)(Cc2ccc3c(c2)OCO3)C1=O	i	13.0	4.0%	1.5%	1.5%	-11.4%	-0.3%	1.1	5.2%	-0.8%
COc1ccccc1CCNC1C2CC3CC(C2)CC1C3 (stereo not given)	i	40.3	9.5%	-0.4%	1.8%	1.3%	-1.5%	0.9	12.8%	-1.3%
CN(C)C1C(=O)C(C(N)=O)=C(O)C2(O)C(=O)C3=C(O)c4c(O)cccc4C(C)(O)C3CC12 (stereo not given)	i	23.9	-12.3%	-0.2%	·	·	-0.8%	·	·	·
CC(NC(=O)Oc1ccccc1)C(c1cccs1)N1CCOCC1 (stereo not given)	·	·	0.2%	1.0%	-1.4%	-2.3%	0.8%	1.1	0.0%	3.0%

The list goes on (two carried over from the part before).
SMILES	T cell HTS	T cell HTS vesicle-bound %	K1F lysis inhibition	RSV CPE inhibition	human PMI inhibition	P. falciparum M17LAP	West Nile virus CPE	TNAP activation fold	M1AAP inhibition	PMI inhibition
CN(C)C1C(=O)C(C(N)=O)=C(O)C2(O)C(=O)C3=C(O)c4c(O)cccc4C(C)(O)C3CC12 (stereo not given)	i	23.9	-12.3%	-0.2%	·	·	-0.8%	·	·	·
CC(NC(=O)Oc1ccccc1)C(c1cccs1)N1CCOCC1 (stereo not given)	·	·	0.2%	1.0%	-1.4%	-2.3%	0.8%	1.1	0.0%	3.0%
CCOC(=O)c1ccc(N=C(CC)c2c(O)n(C)c(=O)n(C)c2=O)cc1	i	38.2	0.2%	0.7%	·	-5.6%	0.0%	·	1.0%	·
CCOP(=O)(OCC)C(NC(=O)C(Cl)Cl)C(Cl)(Cl)Cl (stereo not given)	i	37.3	1.2%	1.0%	-6.9%	2.2%	-0.6%	1	2.0%	-3.1%
N=C1c2ccccc2CN1CC(=O)c1ccccc1	i	61.8	0.3%	0.2%	-9.4%	-6.2%	-1.0%	1.1	-13.2%	-12.0%
O=c1c2ccccc2nc(-c2ccco2)n1-c1ccccc1	i	28.6	0.8%	-1.6%	-3.8%	14.0%	0.0%	1	5.5%	-1.1%
Brc1ccc(C2N3CCCN23)cc1 (stereo not given)	i	65.0	1.8%[50 µM]	0.5%	-2.2%	4.5%	0.2%	1.1	3.4%	-2.7%
CCCCn1c(O)c(C(C)=NCCCN(C)C)c(=O)[nH]c1=O	i	37.8	0.4%	0.5%	2.9%	6.9%	-0.3%	1.1	-2.5%	5.0%
CCCC(=O)Nc1cc(C(=O)N2CCC3(CC2)OCCO3)ccc1S(=O)(=O)c1ccc(C)cc1	i	44.6	4.4%	-0.1%	-1.5%	-11.6%	-0.2%	1.1	-2.9%	-1.3%
CSc1ccc(C(=O)C2CCCN(Cc3cccnc3)C2)cc1 (stereo not given)	i	39.9	1.1%	-1.6%	-0.7%	0.6%	-1.7%	1.1	4.4%	2.9%
COc1ccc(CN2CC=C(c3ccc(F)cc3)CC2)cc1Br	i	46.5	-0.2%	7.2%	·	·	-1.5%	·	·	·
CCOP(=S)(OCC)SCC(=O)NC(C)(CC)C(=O)O (stereo not given)	i	12.1	0.1%	1.0%	2.1%	14.0%	0.4%	1.2	12.5%	-2.5%
CCCCC(=O)N/N=C/c1c(O)n(C2CC2)c(=S)[nH]c1=O	i	5.2	1.8%[50 µM]	0.7%	20.6%	30.7%	0.0%	1	13.4%	14.4%
CN1C2CCC1CC(=NO)C2	i	29.0	4.6%	1.4%	-8.0%	-5.8%	0.2%	1.2	2.6%	-8.8%
Cc1ccc(N2C(=O)NC(=O)/C(=C\c3cc(C)n(-c4ccc(C(=O)O)cc4)c3C)C2=O)cc1	i	27.4	0.9%	1.4%	·	·	-0.3%	·	·	·
Oc1ccc(/C=N/NP(=S)(c2ccccc2)c2ccccc2)c(O)c1O	i	44.2	0.3%	-1.2%	62.4%*	75.1%	0.6%	1	5.6%	52.2%*
CCOP(=O)(/C=C(\Cl)c1ccccc1)C(O)c1ccc(F)cc1 (stereo not given)	i	58.7	0.1%	-0.4%	·	·	-0.6%	·	·	·
CCN(CC)c1ccc(CN(C)CCc2ccc(OC)c(OC)c2)cc1	i	29.2	6.6%	-2.0%	5.7%	5.7%	-0.7%	1.1	11.9%	4.1%
CN1C(=O)/C(=C\c2ccc(N3CCCCCC3)cc2)C(=O)NC1=S	i	55.8	0.6%	·	·	11.2%	0.1%	·	9.1%	·
O=C(c1cccc([N+](=O)[O-])c1)C12CN3CN(CN(C3)C1)C2	i	9.0	0.1%	0.6%	-4.4%	-2.4%	0.1%	1	-1.5%	-8.7%
C=CCn1c(O)c(C=NCCCOc2ccc(CC)cc2)c(=O)[nH]c1=S	i	12.7	0.6%	-0.5%	1.0%	-3.0%	-0.6%	1	6.5%	2.5%
Cc1ccc(C2CN(C)CC2C(=O)c2ccc(F)cc2)cc1 (stereo not given)	i	58.0	0.4%	1.9%	·	·	-0.5%	·	·	·
CC1CCCN(CC(=O)N2CCCc3ccccc32)C1 (stereo not given)	i	68.4	2.0%	0.6%	-8.6%	-3.2%	-0.1%	1.1	-0.9%	-7.3%
Cc1ccc(N2C(=O)NC(=O)C(CCc3ccccn3)(Cc3ccc(F)cc3)C2=O)cc1 (stereo not given)	i	44.0	3.1%	-0.2%	·	-0.2%	-0.1%	1.1	13.5%	·
O=C(Nc1ccccc1OC(=O)N1CCCCC1)N1CCCCC1	i	43.5	-2.4%	0.5%	-12.7%	10.9%	-0.3%	1.1	3.5%	-5.9%
COc1ccccc1N1CCN(Cc2c(F)cccc2Cl)CC1	i	38.5	0.6%	2.1%	-10.7%	3.6%	-0.1%	1.1	-1.3%	-12.3%
Fc1cccc(F)c1CN1CCN(Cc2c(F)cccc2F)CC1	i	32.2	2.2%	1.6%	-1.2%	8.8%	0.4%	1.2	-3.9%	-2.7%
O=C(C1CC(c2ccc(F)cc2)=NO1)N1CCC2(CC1)OCCO2 (stereo not given)	i	31.9	0.4%	1.5%	-5.3%	7.5%	0.2%	1.2	5.4%	-5.9%
CCc1nn(CC(=O)N2CCC3(CC2)OCCO3)c(=O)c2cc3ccccc3n12	i	23.8	0.8%	3.3%	·	·	0.0%	·	·	·
O=[N+]([O-])c1ccc(N2CCCCCC2)c2ncccc12	i	62.6	0.0%	4.0%	35.5%	0.6%	-0.1%	0.8	2.8%	63.7%*
CCOc1ccc2nc(N=Nc3c(O)[nH]c(=S)[nH]c3=O)sc2c1	i	39.8	0.2%	6.7%	-10.5%	6.0%	0.0%	0.6	21.8%	11.8%
Cc1cc(Cl)nc(N)n1	i	20.8	1.3%	0.6%	-10.1%	-15.9%	0.4%	1.1	0.8%	-0.4%
Cc1cc(/C=C2/C(=O)NC(=O)N(c3ccccc3)C2=O)c(C)n1-c1ccc(F)cc1	i	21.5	0.5%	2.2%	·	·	0.3%	·	·	·
CN1CCC(N(C)c2nc(-c3ccc([N+](=O)[O-])cc3)nc3ccccc23)CC1	·	·	0.6%	·	9.4%	-9.0%	·	1	9.8%	7.5%
c1cncc(CNC2CCCCC2)c1	i	62.5	0.1%	0.9%	·	·	-0.6%	·	·	·

A draw from above in order of molar mass, ascending.
SMILES	T cell HTS	T cell HTS vesicle-bound %	K1F lysis inhibition	RSV CPE inhibition	human PMI inhibition	P. falciparum M17LAP	West Nile virus CPE	TNAP activation fold	M1AAP inhibition	PMI inhibition
O=C(C1CC(c2ccc(F)cc2)=NO1)N1CCC2(CC1)OCCO2 (stereo not given)	i	31.9	0.4%	1.5%	-5.3%	7.5%	0.2%	1.2	5.4%	-5.9%
COc1ccccc1N1CCN(Cc2c(F)cccc2Cl)CC1	i	38.5	0.6%	2.1%	-10.7%	3.6%	-0.1%	1.1	-1.3%	-12.3%
Fc1cccc(F)c1CN1CCN(Cc2c(F)cccc2F)CC1	i	32.2	2.2%	1.6%	-1.2%	8.8%	0.4%	1.2	-3.9%	-2.7%
CN1CCC(N(C)c2nc(-c3ccc([N+](=O)[O-])cc3)nc3ccccc23)CC1	·	·	0.6%	·	9.4%	-9.0%	·	1	9.8%	7.5%

From PubChem

These rows are one share of the data; the hit share may differ from the screen's.
